Source: PubChem BioAssay
GST TR-FRET counter: biotin-GST/anti-GST TR-FRET signal inhibitors, dose response, artefact control for Vif-APOBEC3G degradation inhibitor project, biochemical (AID 1117362) | IC50 in µM for hits, for the others inhibition, % at the top dose, mostly 100 µM | hit rate 2.8% among 3,600 | TR-FRET counter screen, biotin-GST/anti-GST signal;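 active = inhibition above 30% at one or more concentrations, seen consistently on every test date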;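 also: biotinylated GST protein used in place of GST-Vif 1-94 and biotin-A3G peptide; detects fluorescence quenchers or blockers of GST binding to anti-GST antibody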
An asterisk follows results filed as active.

SMILES | GST TR-FRET counter
Cc1cc(/C=C2\C(=O)NC(=O)N(c3cccc(F)c3)C2=O)c(C)n1-c1cc(C(=O)O)cc(C(=O)O)c1 | 3.7%
CCc1ccc(N2C(=O)NC(=O)/C(=C\C=C\c3ccco3)C2=O)cc1 | 5.4%
O=C1NC(=O)N(Cc2ccc(F)cc2)C(=O)/C1=C\C=C\c1ccco1 | 7.3%
COc1ccc(-c2nc3ccccc3n2OC(=O)N(C)C)cc1 | 13%
CCN(CC)P(=S)(c1c(C)nc2ccccn12)c1c(C)nc2ccccn12 | -1.5%
O=c1[nH]c(=O)n(Cc2ccco2)c(O)c1C=NCc1ccc2c(c1)OCO2 | 0.0%
COc1ccc(C(=O)N/N=C/C23CC[C@@H](O)CC2(O)CC[C@@H]2[C@@H]3CCC3(C)C(C4=CC(=O)OC4)CCC23O)cc1 (stereo not given in full) | -1.6%
CCOc1ccccc1-n1c(O)c(C=Nc2ccc(N(CC)CC)cc2)c(=O)[nH]c1=O | 11%
N/C(=N\N=C/c1ccc(-c2ccc(O)c(C(=O)O)c2)o1)N[N+](=O)[O-] | -7.4%
Cc1cccc(N2C(=O)/C(=C/c3ccc(CN(CCC#N)S(C)(=O)=O)o3)C(=O)NC2=S)c1 | -3.2%

Some of the entries so far, as tab-separated lines.
mol	GST TR-FRET counter
CCc1ccc(N2C(=O)NC(=O)/C(=C\C=C\c3ccco3)C2=O)cc1	5.4%
Cc1cccc(N2C(=O)/C(=C/c3ccc(CN(CCC#N)S(C)(=O)=O)o3)C(=O)NC2=S)c1	-3.2%
COc1ccc(C(=O)N/N=C/C23CC[C@@H](O)CC2(O)CC[C@@H]2[C@@H]3CCC3(C)C(C4=CC(=O)OC4)CCC23O)cc1 (stereo not given in full)	-1.6%
N/C(=N\N=C/c1ccc(-c2ccc(O)c(C(=O)O)c2)o1)N[N+](=O)[O-]	-7.4%
CCOc1ccccc1-n1c(O)c(C=Nc2ccc(N(CC)CC)cc2)c(=O)[nH]c1=O	11%

This is a subset. The share of hits here may be higher or lower than overall.
